TMEM16A act: mouse TMEM16A channel activation, primary screen | Q8BHY3 | AID 623877 | B-score at 10 µM | HEK293 TMEM16A/YFP-H148Q/I152L, iodide quench fluorescence; stronger effect = lower value | 0.3% of 340,000 active;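 active = fluorescence-ratio B-score plate-corrected deviation score at least 3 library SD below zero, with starting fluorescence score within 5 deviations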;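 note: channel opened by trigger with iodide after compound preincubation; score built on the fluorescence ratio of max minus min over baseline; more negative score means more quench and so TMEM16A activation or potentiation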
KCNK9 block: inhibitors of human KCNK9 two-pore domain potassium channel; B-score at 10 µM; Q9NPC2; HEK293 KCNK9, FluxOR thallium flux fluorescence; stronger effect = lower value; 1.2% of 310,000 active;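 active = ratio B-score over 3 SD below the library mean, with starting fluorescence within 5 SD of its mean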;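 note: negative B-score means less thallium flux so channel inhibition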
TMEM16A inh: inhibitors of mouse TMEM16A calcium-activated chloride channel | AID 588511 | 1.2% of 310,000 active | HEK293 TMEM16A/YFP iodide influx fluorescence, ionomycin | normalized B-score (activity score, 25-100; higher = stronger inhibition) at 10 µM | Q8BHY3;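 active = ratio plate-corrected score three or more library SD toward inhibition, starting fluorescence score within five deviations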;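 note: score derived from kinetic fluorescence span divided by baseline fluorescence per well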
TRPC4 PAM: TRPC4 (mouse) allosteric potentiation | Q9QUQ5 | HEK293 TRPC4beta/mu-opioid, DAMGO EC20, Fluo-4 Ca2+ flux; stronger effect = higher value | B-score at 10 µM | 0.42% of 310,000 active;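 active = B-score of calcium response area above 5 SD of library B-scores, with initial fluorescence ratio within 5 SD of library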;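 note: B-score of integrated fluorescence ratio over time as area under calcium response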
KCNQ1 block: blocks the human KCNQ1 potassium channel. AID 2642. 1.3% of 310,000 active. CHO-K1 KCNQ1, FluxOR thallium flux fluorescence; stronger effect = higher value. B-score at 10 µM;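 active = compounds whose thallium flux B-score, printed positive for inhibition, exceeds three library SD while starting fluorescence stays within three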;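 note: channel opened by potassium depolarization with thallium stimulus after 20 min compound exposure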
Target sequence (P51787 whole entry, looked up): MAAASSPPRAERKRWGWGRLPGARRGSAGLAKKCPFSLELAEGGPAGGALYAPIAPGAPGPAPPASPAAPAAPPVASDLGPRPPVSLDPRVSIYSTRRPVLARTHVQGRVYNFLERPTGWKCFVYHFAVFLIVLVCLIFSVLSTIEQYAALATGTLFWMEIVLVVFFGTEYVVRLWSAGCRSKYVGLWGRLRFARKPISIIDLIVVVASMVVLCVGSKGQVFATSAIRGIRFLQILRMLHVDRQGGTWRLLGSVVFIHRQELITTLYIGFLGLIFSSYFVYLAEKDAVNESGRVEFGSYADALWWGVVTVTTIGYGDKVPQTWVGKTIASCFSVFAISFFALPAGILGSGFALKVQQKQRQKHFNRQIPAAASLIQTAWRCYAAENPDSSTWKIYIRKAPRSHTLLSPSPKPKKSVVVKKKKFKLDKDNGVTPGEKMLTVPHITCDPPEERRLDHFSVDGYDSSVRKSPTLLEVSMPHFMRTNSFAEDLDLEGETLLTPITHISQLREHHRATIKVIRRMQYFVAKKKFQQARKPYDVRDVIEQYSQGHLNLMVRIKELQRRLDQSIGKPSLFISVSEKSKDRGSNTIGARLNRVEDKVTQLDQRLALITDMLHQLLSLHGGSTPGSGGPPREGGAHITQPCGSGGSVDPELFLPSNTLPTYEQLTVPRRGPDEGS
HDAC3 inhib: human HDAC3 inhibition; O15379; recombinant HDAC3, fluorogenic peptide/trypsin coupled, fluorescence; inhibition, % at 8.3 µM; 0.15% of 320,000 active; AID 2718; in the data active = inhibition above about 26%, passing the limit was not always enough; inconclusive = no clear call, values can overlap the other calls
Target sequence (O15379 whole entry, looked up): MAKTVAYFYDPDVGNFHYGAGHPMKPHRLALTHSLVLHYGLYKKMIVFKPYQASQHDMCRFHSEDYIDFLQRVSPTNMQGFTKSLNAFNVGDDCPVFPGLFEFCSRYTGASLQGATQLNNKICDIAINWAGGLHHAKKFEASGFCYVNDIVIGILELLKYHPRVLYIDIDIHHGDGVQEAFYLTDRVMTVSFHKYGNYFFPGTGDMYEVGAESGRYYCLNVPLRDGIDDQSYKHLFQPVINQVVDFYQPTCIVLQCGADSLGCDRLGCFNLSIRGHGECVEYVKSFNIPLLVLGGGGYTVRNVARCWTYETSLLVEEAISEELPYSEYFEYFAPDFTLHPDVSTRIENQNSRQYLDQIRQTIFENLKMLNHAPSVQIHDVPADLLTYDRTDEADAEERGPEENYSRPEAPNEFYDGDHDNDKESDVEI
hERG rescue: shields human hERG channel from block by proarrhythmic agents. Q12809. activation (rescue from dofetilide block), less the hit threshold, % at 10 µM. 0.51% of 310,000 active. AID 1511. CHO-hERG, FluxOR thallium flux, dofetilide IC70 present;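 active = activation above the mean of controls blocked by dofetilide plus 5 SD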;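 note: thallium influx through hERG after potassium depolarization seen as dye fluorescence rise; in these data hits start at about 4.7%; inactives centre near -7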
KCNQ1 pot: potentiates or activates the human KCNQ1 potassium channel; P51787; CHO-K1 KCNQ1, thallium flux FluxOR fluorescence; stronger effect = higher value; B-score at 10 µM; 0.35% of 310,000 active;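 active = fluorescence ratio B-score, a plate-corrected score, at least three library SD, with initial intensity B-score within 5 SD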
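Assay system: stable KCNQ1 CHO-K1 line; medium: assay buffer, equal DMSO in all wells; timing: 90 min dye loading and 20 min compound exposure, both at room temperature; technique: kinetic FluxOR thallium fluorescence, 10-s 1-Hz baseline, 110-s post-stimulus read; read-out basis: B score of baseline-normalized fluorescence ratio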
KCNK3 inh: human KCNK3 channel inhibition, primary screen; O14649; B-score at 10 µM; 0.84% of 340,000 active; CHO-KCNK3 thallium flux, FluxOR fluorescence; stronger effect = lower value;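 active = B-score under library mean minus 4 SD, starting fluorescence ratio at most library mean plus 5 SD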;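 note: more negative B-score means stronger inhibition of thallium flux through KCNK3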
TRPC4 act: opens the mouse TRPC4 cation channel | B-score at 10 µM | AID 2237 | HEK293 TRPC4beta/mu-opioid, Fluo4 calcium fluorescence; stronger effect = higher value | 0.49% of 310,000 active | Q9QUQ5;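 active = B-score above 5 SD of library B-scores, and initial fluorescence ratio not above library mean plus 5 SD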;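 note: positive B-score marks a calcium rise read as TRPC4 activation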
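system = HEK293 cells stably co-expressing mouse TRPC4beta and mu-opioid receptor | schedule = Fluo4 dye loading 45 min at room temperature, 110 s recording | measure = B-scored integrated calcium fluorescence ratio | signal = Fluo4 calcium-sensitive dye fluorescence, kinetic, 1 Hz baseline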
DYRK1A inh: Dyrk1A (rat) kinase inhibition; Q63470; 0.43% of 310,000 active; ADP-Glo luminescence, NFATc1 peptide; inhibition, % at 12.5 µM; in the data active = inhibition above about 50%;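 note: plate controls were vehicle with enzyme for no effect and no enzyme for full effect; many of its hits are not listed in these tables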
* = called active by the depositor; i = inactive; ? = inconclusive; / = not tested or not shown. These rows are one share of the data, so the mix of outcomes need not match the whole.

Molecule | TMEM16A act | KCNK9 block | TMEM16A inh | TRPC4 PAM | KCNQ1 block | HDAC3 inhib | hERG rescue | KCNQ1 pot | KCNK3 inh | TRPC4 act | DYRK1A inh
Cc1cc(=O)oc2cc(O)ccc12 | i | i | i | i | i | -333.0 | -3.4 | i | i | i | 21.9
COc1cc(N)c(Cl)cc1C(=O)N[C@H]1CCN(CCCOc2ccc(F)cc2)C[C@H]1OC | i | / | i | / | / | 1.0 | / | / | i | / | 4.6
C[C@H](CCC(=O)O)[C@H]1CC[C@H]2[C@@H]3[C@H](O)C[C@@H]4C[C@H](O)CC[C@]4(C)[C@H]3CC[C@]12C | i | / | i | / | / | 2.8 | / | / | i | / | 3.9
COC(=O)N/N=C/c1c[n+]([O-])c2ccccc2[n+]1[O-] | i | i | i | i | i | 5.9 | -3.1 | i | i | i | 3.4
Cn1ccc2cc3c(cc21)CCN3C(=O)Nc1cccnc1 | i | / | i | / | / | 9.9 | / | / | i | / | 9.4
CC1(C)O[C@@H]2C[C@H]3[C@@H]4C[C@H](F)C5=CC(=O)C=C[C@]5(C)[C@@]4(F)[C@@H](O)C[C@]3(C)[C@]2(C(=O)CO)O1 | i | i | i | i | i | 3.1 | -5.4 | i | i | i | 17.4
CC(C)(C)NCC(O)COc1cccc2c1CC(O)C(O)C2 (centres undefined) | i | / | i | / | / | -1.1 | / | / | i | / | -0.7
Cc1c(C)n(Cc2ccccc2)c2ccc(C(=O)OCCN(C)C)cc12 | i | i | i | i | i | 7.3 | -9.5 | i | i | i | 2.5
CN(C)CCCSc1ccccc1NC(=O)/C=C/c1ccccc1 | / | i | i | i | i | 9.7 | -6.8 | i | / | i | /
CCc1ccccc1OC[C@@H](O)CN[C@H]1CCCc2ccccc21 | i | / | i | / | / | 0.1 | / | / | i | / | 9.6
C/C(=N\NC(=S)NCc1ccccc1)C1CCCCC1 | i | i | i | i | i | 0.4 | -14.9 | i | i | i | 0.7
CCCC(=O)O[C@]1(C(=O)COC(C)=O)CC[C@H]2[C@@H]3C[C@H](F)C4=CC(=O)C=C[C@]4(C)[C@@]3(F)[C@@H](O)C[C@@]21C | i | i | i | i | i | 1.3 | -6.0 | i | i | i | 2.3
O=C(Nc1cc(-c2ccccc2)nn1-c1ccccc1F)c1ccc([N+](=O)[O-])cc1 | i | / | i | / | / | 0.4 | / | / | i | / | -3.8
C[C@@H]1C[C@H]2[C@@H]3CCC4=CC(=O)C=C[C@]4(C)[C@@]3(Cl)[C@@H](O)C[C@]2(C)[C@@]1(OC(=O)c1ccco1)C(=O)CCl | i | / | i | / | / | -1.4 | / | / | i | / | -0.1
CC(=O)Oc1ccc2c(C)cc(=O)oc2c1 | i | / | i | / | / | -21.4 | / | / | i | / | 9.0
Nc1ncnc2c1c(-c1ccc(Oc3ccccc3)cc1)cn2C1CCCC1 | i | / | i | / | / | -3.6 | / | / | -11.7* | / | -12.2
CC(=O)OCC(=O)[C@@]1(O)CC[C@H]2[C@@H]3CCC4=CC(=O)C=C[C@]4(C)[C@@]3(F)[C@@H](O)C[C@@]21C | i | / | i | / | / | 2.6 | / | / | i | / | 8.4
CC1O[C@@H](OCC2O[C@@H](Oc3cc(O)c4c(c3)OC(c3ccc(O)cc3)CC4=O)[C@H](O)[C@@H](O)[C@@H]2O)[C@H](O)[C@H](O)[C@H]1O (some centres undefined) | i | / | i | / | / | -1.9 | / | / | i | / | -2.8
CC[C@]12CCCN3CCc4c(n(c5ccccc45)[C@](O)(C(=O)OC)C1)[C@@H]32 | i | / | i | / | / | -6.5 | / | / | i | / | 4.9
COc1cc(C2Oc3cc(C4Oc5cc(O)cc(O)c5C(=O)C4O)ccc3OC2CO)ccc1O (centres undefined) | i | i | i | i | i | 10.7 | -16.6 | i | i | i | 13.1

Continued:
Assay codes: A = TMEM16A act; B = KCNK9 block; C = TMEM16A inh; D = TRPC4 PAM; E = KCNQ1 block; F = HDAC3 inhib; G = hERG rescue; H = KCNQ1 pot; I = KCNK3 inh; J = TRPC4 act; K = DYRK1A inh
SMILES: CC(C)(C)NCC(O)COc1cccc2c1C[C@H](O)[C@H](O)C2 (some centres undefined)
  A = i; B = i; C = i; D = i; E = i; F = 1.5; G = -6.3; H = i; I = i; J = i; K = 4.8

SMILES: O=C1c2c(O)ccc(O)c2C(=O)c2c(NCCNCCO)ccc(NCCNCCO)c21
  A = i; B = /; C = i; D = /; E = /; F = -0.1; G = /; H = /; I = i; J = /; K = 52.4*

SMILES: CCCCN(CCCC)CCCOC(=O)c1ccc(N)cc1
  A = i; B = i; C = i; D = i; E = i; F = -2.4; G = -1.6; H = i; I = i; J = i; K = 8.7

SMILES: CCC(C(=O)Nc1ccccc1N1CCCC1)c1ccccc1 (centres undefined)
  A = i; B = i; C = i; D = i; E = i; F = 2.6; G = -8.7; H = i; I = i; J = i; K = 7.2

SMILES: CN[C@@H]1[C@H](O)[C@H](NC)[C@H]2O[C@@]3(O)C(=O)C[C@@H](C)O[C@H]3O[C@@H]2[C@H]1O
  A = i; B = i; C = i; D = i; E = i; F = 0.0; G = -4.6; H = i; I = i; J = i; K = -1.0

SMILES: COc1ccc(-c2oc3c(CC=C(C)C)c(O[C@@H]4O[C@H](CO)[C@@H](O)[C@H](O)[C@H]4O)cc(O)c3c(=O)c2O[C@@H]2O[C@@H](C)[C@H](O)[C@@H](O)[C@H]2O)cc1
  A = /; B = i; C = i; D = i; E = i; F = 7.7; G = -7.1; H = i; I = /; J = i; K = /

SMILES: O=C(O)Cc1cn(-c2ccccc2)nc1-c1ccc(Cl)cc1
  A = i; B = i; C = i; D = i; E = i; F = -3.7; G = -9.2; H = i; I = i; J = i; K = -4.7

SMILES: CCCOc1ccc(C(=O)OCCN(CC)CC)cc1N
  A = i; B = i; C = i; D = i; E = i; F = -5.4; G = -8.4; H = i; I = i; J = i; K = 10.5

SMILES: CN(C)S(=O)(=O)n1cc(/C=C(\NC(=O)c2ccccc2)C(=O)NCCCn2ccnc2)c2ccccc21
  A = i; B = i; C = i; D = i; E = i; F = 4.8; G = -16.6; H = i; I = i; J = i; K = 1.8

SMILES: CCCC1(c2ccccc2)NC(=O)N(CC(=O)N(C)Cc2c(F)cccc2Cl)C1=O (centres undefined)
  A = i; B = i; C = i; D = i; E = i; F = -5.8; G = -7.0; H = i; I = i; J = i; K = 0.3

SMILES: COc1ccc(C(=O)c2ccccc2)c(O)c1
  A = i; B = i; C = i; D = i; E = i; F = -1.4; G = -13.1; H = i; I = i; J = i; K = 2.1

SMILES: CCCC(=O)O[C@]1(C(=O)CCl)[C@@H](C)C[C@H]2[C@@H]3CCC4=CC(=O)C=C[C@]4(C)[C@@]3(F)C(=O)C[C@@]21C
  A = i; B = i; C = i; D = i; E = i; F = 0.3; G = -8.0; H = i; I = i; J = i; K = -7.1

SMILES: CCCOc1ccc2nc(NC(=O)OC)[nH]c2c1
  A = /; B = i; C = /; D = i; E = i; F = /; G = -4.0; H = i; I = /; J = i; K = /

SMILES: Cc1scc2c1N(C(=O)CN1CCN(C)CC1)c1ccccc1NC2=O
  A = i; B = i; C = i; D = i; E = i; F = 0.7; G = -3.4; H = i; I = i; J = i; K = -3.7

SMILES: CCN(CC)CC1CCCCN1CC(=O)N1c2ccccc2C(=O)Nc2cccnc21 (centres undefined)
  A = /; B = i; C = i; D = i; E = i; F = -6.9; G = -4.2; H = i; I = /; J = i; K = /

SMILES: O=C(NC1CCN(CCc2c[nH]c3ccccc23)CC1)c1ccccc1
  A = /; B = i; C = i; D = i; E = i; F = 1.9; G = -7.2; H = i; I = i; J = i; K = 10.5

SMILES: CCc1cccc(CC)c1NC(=O)CN(CC(=O)O)CC(=O)O
  A = i; B = /; C = i; D = /; E = /; F = 0.6; G = /; H = /; I = i; J = /; K = 5.6

SMILES: O=C(c1ccccn1)N(Cc1cccs1)C1(C(=O)NC2CCCCC2)CCCCC1
  A = i; B = i; C = i; D = i; E = i; F = -4.9; G = -16.0; H = i; I = i; J = i; K = 7.7

SMILES: CCCCCCCCCCCCCCCC(O)C(N)CO (centres undefined)
  A = i; B = i; C = i; D = i; E = i; F = ?; G = -12.3; H = i; I = i; J = i; K = 7.2

SMILES: O=C(O)c1cc(=O)c2ccccc2o1
  A = i; B = i; C = i; D = i; E = i; F = -0.9; G = -7.9; H = i; I = i; J = i; K = -3.4

SMILES: Cc1nc2c3ccccc3nc(NNC(=O)CCC(=O)N3CCN(c4ccccc4F)CC3)n2n1
  A = i; B = i; C = i; D = i; E = i; F = 11.6; G = -12.7; H = i; I = i; J = i; K = 1.1

SMILES: O=c1c(O)c(-c2ccc3c(c2)OCO3)oc2ccccc12
  A = i; B = i; C = i; D = i; E = i; F = -1.5; G = 9.4*; H = 33*; I = i; J = i; K = 9.3

SMILES: CC(C)NNC(=O)c1ccncc1
  A = i; B = i; C = i; D = i; E = i; F = 4.1; G = -6.6; H = i; I = i; J = i; K = 1.2

Given with values under each structure: eight of the compounds above
Values run as follows: TMEM16A act	KCNK9 block	TMEM16A inh	TRPC4 PAM	KCNQ1 block	HDAC3 inhib	hERG rescue	KCNQ1 pot	KCNK3 inh	TRPC4 act	DYRK1A inh
O=C(NC1CCN(CCc2c[nH]c3ccccc23)CC1)c1ccccc1
 : /	i	i	i	i	1.9	-7.2	i	i	i	10.5
CCc1cccc(CC)c1NC(=O)CN(CC(=O)O)CC(=O)O
 : i	/	i	/	/	0.6	/	/	i	/	5.6
O=C(c1ccccn1)N(Cc1cccs1)C1(C(=O)NC2CCCCC2)CCCCC1
 : i	i	i	i	i	-4.9	-16.0	i	i	i	7.7
CCCCCCCCCCCCCCCC(O)C(N)CO (centres undefined)
 : i	i	i	i	i	?	-12.3	i	i	i	7.2
O=C(O)c1cc(=O)c2ccccc2o1
 : i	i	i	i	i	-0.9	-7.9	i	i	i	-3.4
Cc1nc2c3ccccc3nc(NNC(=O)CCC(=O)N3CCN(c4ccccc4F)CC3)n2n1
 : i	i	i	i	i	11.6	-12.7	i	i	i	1.1
O=c1c(O)c(-c2ccc3c(c2)OCO3)oc2ccccc12
 : i	i	i	i	i	-1.5	9.4*	33*	i	i	9.3
CC(C)NNC(=O)c1ccncc1
 : i	i	i	i	i	4.1	-6.6	i	i	i	1.2

From PubChem BioAssay
